GPR7 antagonist – GPR7 receptor antagonists, primary screen, cell-based, fluorescence, single concentration; inhibition, % at 4.4 µM; Neuropeptides B/W receptor type 1 (Homo sapiens), P48145; AID 1861, 2009; GPR7-expressing cells, fluorescence antagonist assay; 290,000 tested, 1.1% active; in the data active = inhibition above about 16%, passing the limit was not always enough;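 also: cells stimulated with the agonist NPW; 0% = agonist with vehicle and 100% = vehicle without agonist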
Target sequence (P48145 whole entry, looked up): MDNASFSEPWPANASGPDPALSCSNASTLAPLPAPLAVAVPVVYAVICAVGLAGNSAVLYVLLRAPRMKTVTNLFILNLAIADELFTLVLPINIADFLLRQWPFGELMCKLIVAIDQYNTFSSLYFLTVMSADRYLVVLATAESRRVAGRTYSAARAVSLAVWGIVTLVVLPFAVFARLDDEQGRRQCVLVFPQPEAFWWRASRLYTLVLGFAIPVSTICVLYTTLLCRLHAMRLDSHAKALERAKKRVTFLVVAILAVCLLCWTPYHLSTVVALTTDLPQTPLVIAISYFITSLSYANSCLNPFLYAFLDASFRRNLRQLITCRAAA
The depositor's hits bear a star. Some of the compounds tested. The share of hits here may be higher or lower than overall.

> COc1ccc(-c2nn3c(-c4ccncc4)nnc3s2)cc1OC
- GPR7 antagonist: -16

> Fc1ccc(/C=C2\CCCC3=C2NC(=S)NC3c2ccc(F)cc2)cc1 (stereo unspecified)
- GPR7 antagonist: -3

> Cc1ccc(C)c(NC(=O)CC(NCCCN2CCOCC2)C(=O)O)c1 (stereo unspecified)
- GPR7 antagonist: -5

> CCOc1ccc(C2=Cc3cc(OC)c(OC)cc3C(=C(Cl)Cl)O2)cc1
- GPR7 antagonist: -2

> Cc1ccc(NC(=O)c2snc3c(=O)[nH]cnc23)cc1C
- GPR7 antagonist: -7

> CN(C)CCCN1C(=O)C(=O)/C(=C(/O)c2ccc3c(c2)OCO3)C1c1cccnc1 (stereo unspecified)
- GPR7 antagonist: -19

> COc1ccc(-c2nnc3ccc(SCC(=O)Nc4cc(C)on4)nn23)cc1
- GPR7 antagonist: -3

> O=C(CSc1ccc2nnc(-c3ccccc3)n2n1)N1CCN(c2ccccc2)CC1
- GPR7 antagonist: -8

> O=c1c(-c2nc3ccccc3o2)c2oc3ccccc3n2c2ccccc12
- GPR7 antagonist: 0

> CCOc1ccc(C2CC(c3ccc(Br)cc3)Nc3nc(N)nn32)cc1 (stereo unspecified)
- GPR7 antagonist: -8

> CC(C)[C@@H]1NC(=O)c2cc([N+](=O)[O-])cc(I)c2NCC[C@@H](C(N)=O)NC(=O)[C@H](CO)NC1=O
- GPR7 antagonist: -12

> Cc1cccn2c(=O)c3cc(C(=O)N4CCCc5ccccc54)n(C)c3nc12
- GPR7 antagonist: -11

> Cn1c(=O)[nH]c(=O)c2c1nc(N1CCCC1)n2CCSc1nc2ccccc2[nH]1
- GPR7 antagonist: 1

> O=C(Cc1ccccc1)N/N=C/c1ccccc1F
- GPR7 antagonist: 1

> O=c1[nH]c(CN2CCN(Cc3ccccc3)CC2)nc2sc3c(c12)CCC3
- GPR7 antagonist: -7

> COc1ccc2c(c1)c1ncnc(N3CCN(Cc4ccc5c(c4)OCO5)CC3)c1n2C
- GPR7 antagonist: 9

> CCOC(=O)N1CCC(NC(=O)Cc2ccc(-n3c(=O)[nH]c4ccccc4c3=O)cc2)CC1
- GPR7 antagonist: -9

> O=C1NC(=S)N/C1=C/c1ccc(-c2c(Br)cc([N+](=O)[O-])cc2Br)o1
- GPR7 antagonist: -6

> Cc1ccc(C)c(OCCCC(=O)Nc2ccc(N3CCOCC3)cc2)c1
- GPR7 antagonist: 2

> Cn1c(=O)c2c(ncn2CCCNC2=CC(C)(C)CC(=O)C2)n(C)c1=O
- GPR7 antagonist: -9

> Cc1cc(C)nc(N2CCN(c3nc(C)cc(C)n3)CC2)n1
- GPR7 antagonist: -7

> CC(C)[C@@H]1NC(=O)c2cc([N+](=O)[O-])cc(I)c2NCCCC[C@@H](C(=O)NC(CC(=O)O)C(N)=O)NC(=O)[C@H](CO)NC1=O (stereo partly specified)
- GPR7 antagonist: -5

> CCc1nnc(NS(=O)(=O)c2ccc(NS(=O)(=O)c3ccc(NC(C)=O)cc3)cc2)s1
- GPR7 antagonist: -6

> Cc1cc(NC(=O)C23CCC(C)(c4nc5cc(Cl)c(Cl)cc5nc42)C3(C)C)no1 (stereo unspecified)
- GPR7 antagonist: 0

> C1CCN(c2nc(N3CCCC3)nc(N3CCNCC3)n2)C1
- GPR7 antagonist: -10

> COc1ccc(O[C@H]2C=C[C@@H](c3ccccc3)O[C@@H]2COC(=O)CC/C(C)=N/O[C@@H](C)CN2CCCCc3nc(C)c(C)cc32)cc1
- GPR7 antagonist: 1

> CCCCN1C2CCCC1CC(NC(=O)N(C(C)C)C(C)C)C2 (stereo unspecified)
- GPR7 antagonist: -9

> COc1ccc2c(c1)c(=O)oc1cc3oc(C)c(C)c3cc12
- GPR7 antagonist: -13

> CCCn1nnnc1SCC(=O)NNC(=O)C1CCCCC1
- GPR7 antagonist: -4

> Oc1oc(-c2cccc3ccccc23)nc1C=NCc1ccccc1
- GPR7 antagonist: -2

Look-ups from above.
Under GPR7 antagonist, CCOc1ccc(C2=Cc3cc(OC)c(OC)cc3C(=C(Cl)Cl)O2)cc1 has the entry -2
Under GPR7 antagonist, COc1ccc2c(c1)c(=O)oc1cc3oc(C)c(C)c3cc12 has the entry -13
Under GPR7 antagonist, O=C1NC(=S)N/C1=C/c1ccc(-c2c(Br)cc([N+](=O)[O-])cc2Br)o1 has the entry -6

(next part)
> Cc1[nH]c(=O)[nH]c1CN1CCCCC1
- GPR7 antagonist: -6

> CCOC(=O)c1sc(NC(=O)CSc2nc3c(cc2C#N)CCC3)c(C#N)c1C
- GPR7 antagonist: -7

> Cn1c(=O)c2c(nc(SCC(=O)N3CCCc4ccccc43)n2C)n(C)c1=O
- GPR7 antagonist: -7

> CCCCC(=O)Nc1sc2c(c1-c1nc3ccccc3s1)CCN(C(C)=O)C2
- GPR7 antagonist: -8

> CCOc1ccc(-c2nc(-c3ccc(OC)c(OC)c3)no2)cc1OCC
- GPR7 antagonist: -5

> O=C(c1ccncc1)N1C2C=CC(C2)C1(C(F)(F)F)C(F)(F)F (stereo unspecified)
- GPR7 antagonist: -5

> Cc1ccc(S(=O)(=O)NCCC(=O)N2CCCCC2)cc1
- GPR7 antagonist: -4

> O=[N+]([O-])c1ccc(-c2ccc(/C=N/c3c(-c4ccco4)nc4ccccn34)o2)c(Cl)c1
- GPR7 antagonist: -5

> CCN1CCN(c2ncnc3c2oc2nc(C)c4c(c23)CC(C)(C)OC4)CC1
- GPR7 antagonist: -17

> Cc1nc2ccccc2c2c1C(=O)N(CCC1=CCCCC1)C2=O
- GPR7 antagonist: -4

> CCOC(=O)c1[nH]c2ccc(OC)cc2c1NC(=O)C(C)N1CCC2(CC1)OCCO2 (stereo unspecified)
- GPR7 antagonist: -3

> Cc1ccc(S(=O)(=O)NC(=O)N2CCC(C)CC2)cc1
- GPR7 antagonist: -9

> COc1ccc2o/c(=N/NC(=S)Nc3ccccc3)c(C(N)=O)cc2c1
- GPR7 antagonist: 10

> O=C1Cc2cc(CCN3CCN(c4nsc5ccccc45)CC3)c(Cl)cc2N1
- GPR7 antagonist: -10

> CSCCC(NC(=O)c1ccccc1)c1nc(-c2ccccc2)no1 (stereo unspecified)
- GPR7 antagonist: -9

Three entries out of the list above, sorted by the number in GPR7 antagonist, highest first.
structure | GPR7 antagonist
O=[N+]([O-])c1ccc(-c2ccc(/C=N/c3c(-c4ccco4)nc4ccccn34)o2)c(Cl)c1 | -5
Cn1c(=O)c2c(nc(SCC(=O)N3CCCc4ccccc43)n2C)n(C)c1=O | -7
O=C1Cc2cc(CCN3CCN(c4nsc5ccccc45)CC3)c(Cl)cc2N1 | -10

Remaining list, next part
> Nc1nc(-c2cccnc2)nn1C(=O)c1ccco1
- GPR7 antagonist: -10

> O=C(Nc1ccc(Cl)cc1)/C(=C/c1ccc([N+](=O)[O-])cc1)c1nc2ccccc2s1
- GPR7 antagonist: -7

> COc1ccc(/C=C2\SC(=Nc3ccccc3)NC2=O)cc1
- GPR7 antagonist: -4

> CCn1c(-c2ccc(F)cc2)cnc1SCC(=O)N1CCCCC1C (stereo unspecified)
- GPR7 antagonist: 7

> CN1C(=O)COc2ccc(C(=O)c3oc4ccccc4c3-c3cnc4c(c3)COc3ccccc3-4)cc21
- GPR7 antagonist: 0

> O=C(CSc1nnc(-c2cccs2)n1-c1ccccc1)N1CCc2ccccc21
- GPR7 antagonist: 17

> COc1ccc2c(c1)c(=O)oc1c(C)c3occ(C)c3cc12
- GPR7 antagonist: -6

> CCOC(=O)c1cn(-c2ccc(F)c(F)c2)c2c(F)c(F)c(F)c(F)c2c1=O
- GPR7 antagonist: 10

> COc1ccc(Nc2ccc3nnc(-c4ccc(Br)cc4)n3n2)cc1
- GPR7 antagonist: -1

> CN(C)c1ccnc2sc3c(=O)n(-c4ccc(Cl)cc4)cnc3c12
- GPR7 antagonist: 5

> NC(=O)C(=CNc1nc(-c2ccc(Cl)c(Cl)c2)cs1)C(N)=O
- GPR7 antagonist: 9

> COc1cccc2[nH]c3c(N4CC(C)CC(C)C4)ncnc3c12 (stereo unspecified)
- GPR7 antagonist: -2

> CCn1cc(C(=O)N/N=C(/C)c2ccc(F)cc2)c(=O)c2cc(F)c(N3CCCC3)cc21
- GPR7 antagonist: 3

> COc1cc(C)c(Cl)cc1S(=O)(=O)NCc1ccncc1
- GPR7 antagonist: 14

> FC(F)(F)c1cc(C(F)(F)F)c2ccc(N/N=C/c3cccc(Cl)c3)nc2n1
- GPR7 antagonist: 6

> COC(=O)c1cc(-c2ccccc2)sc1NC(=O)c1cc(C)on1
- GPR7 antagonist: -9

> CCOC(=O)C1(c2ccccc2)NC(c2ccc(N(C)C)cc2)C2C(=O)N(C)C(=O)C21 (stereo unspecified)
- GPR7 antagonist: 6

> CN(C)c1ccc(C(c2nnnn2C2CCCCC2)N2CCN(C(=O)c3ccco3)CC2)cc1 (stereo unspecified)
- GPR7 antagonist: -12

> Cn1c(=O)c2c(SCC(=O)N3CCOCC3)nc(CC(C)(C)C)nc2n(C)c1=O
- GPR7 antagonist: -18

> COC(=O)c1ccc(/C=N/Nc2nc(-c3ccc(Cl)cc3Cl)cs2)cc1
- GPR7 antagonist: 3

> O=C(Nc1ccccc1-c1nc2ccccc2o1)c1ccc2c(c1)OCCO2
- GPR7 antagonist: -2

> COC(=O)C(C)Sc1nc(-c2ccc(OC)cc2)nc2c1c(=O)n(C)c(=O)n2C (stereo unspecified)
- GPR7 antagonist: 2

> Cc1ccc(S(=O)(=O)N2CCN(c3nc(C)nc4sc5c(c34)CCC(C)C5)CC2)cc1 (stereo unspecified)
- GPR7 antagonist: -6

> Cc1cc2c(n1-c1ccc(C(=O)O)cc1)CCCCC2
- GPR7 antagonist: 19

> COC(=O)[C@@]1(Cc2ccc(OC)cc2)[C@H]2c3cc(C(=O)N4CCCC4)n(CCc4c[nH]c5ccc(O)cc45)c3C[C@H]2CN1C(=O)c1ccccc1
- GPR7 antagonist: -13

> CCn1cc(C(=O)N=c2sc3ccccc3n2C)c(=O)c2ccc(C)nc21
- GPR7 antagonist: 7

> O=C(CN1CCN(c2ncccn2)CC1)N1CCN(C(c2ccccc2)c2ccccc2)CC1
- GPR7 antagonist: 7

> CC(=O)c1cnc(Nc2nc(C)c3cc(C)ccc3n2)nc1C
- GPR7 antagonist: -11

> Cc1ccc(-c2c3c(=O)n(C)c(=O)n(C)c3c3nnc4ccccc4n23)cc1
- GPR7 antagonist: -20

> CCCn1cnc2c(c1=O)c1nc3ccccc3nc1n2CCC1=CCCCC1
- GPR7 antagonist: -11

Grouped by structure: the entries above with a CF3 group (two)
> O=C(c1ccncc1)N1C2C=CC(C2)C1(C(F)(F)F)C(F)(F)F (stereo unspecified)
- GPR7 antagonist: -5

> FC(F)(F)c1cc(C(F)(F)F)c2ccc(N/N=C/c3cccc(Cl)c3)nc2n1
- GPR7 antagonist: 6

(more compounds)
> Cc1cc(C)n(CC(O)COc2ccc(OCC(O)Cn3nc(C)cc3C)cc2)n1 (stereo unspecified)
- GPR7 antagonist: -12

> O.O.O.O=S(=O)([O-])OC[C@H]1O[C@@H](O[C@]2(COS(=O)(=O)[O-])O[C@H](OS(=O)(=O)[O-])[C@@H](OS(=O)(=O)[O-])[C@@H]2OS(=O)(=O)[O-])[C@H](OS(=O)(=O)[O-])[C@@H](OS(=O)(=O)[O-])[C@@H]1OS(=O)(=O)[O-].[Al]
- GPR7 antagonist: -11

> CCOCCCNC(=O)c1cn(C)c2ccc(S(=O)(=O)N(C)C3CCCCC3)cc2c1=O
- GPR7 antagonist: -12

> CCCCSc1nnc2c(n1)OC(C(=O)c1ccccc1)Nc1ccccc1-2 (stereo unspecified)
- GPR7 antagonist: -13

> CC(=O)c1cn(CCCCCCCCCCn2cc(C(C)=O)c(=O)[nH]c2=O)c(=O)[nH]c1=O
- GPR7 antagonist: -7

> CSCc1nnc(NC(=O)c2ccc(S(=O)(=O)N(CC(C)C)CC(C)C)cc2)o1
- GPR7 antagonist: -6

> CCOc1ccc(-c2nnc3sc(-c4c(OC)cccc4OC)nn23)cc1
- GPR7 antagonist: -17

> O=C1c2ccccc2C(=O)N1CCCCN1CCN(CCCCN2C(=O)c3ccccc3C2=O)CC1
- GPR7 antagonist: -6

> O=S(=O)([O-])CCC[n+]1c(/C=C\Nc2ccccc2)oc2ccc(-c3ccccc3)cc21
- GPR7 antagonist: 20

> Cc1cccc(CSc2nc3ccncc3n2CC(=O)Nc2ccc(C)c(C)c2)c1
- GPR7 antagonist: -12

> CCc1ccc(C2NC(C(=O)O)CS2)cc1 (stereo unspecified)
- GPR7 antagonist: -7

> CCCCn1c(=S)[nH]c2c(oc3ccc(Cl)cc32)c1=O
- GPR7 antagonist: -5

> Cc1coc2c(C)c3oc(=O)c4c(c3cc12)CCC4
- GPR7 antagonist: -1

Sorted by formula weight (ascending): part of the list above.
> CCCCn1c(=S)[nH]c2c(oc3ccc(Cl)cc32)c1=O
- GPR7 antagonist: -5

> CCCCSc1nnc2c(n1)OC(C(=O)c1ccccc1)Nc1ccccc1-2 (stereo unspecified)
- GPR7 antagonist: -13

> O=S(=O)([O-])CCC[n+]1c(/C=C\Nc2ccccc2)oc2ccc(-c3ccccc3)cc21
- GPR7 antagonist: 20

> CC(=O)c1cn(CCCCCCCCCCn2cc(C(C)=O)c(=O)[nH]c2=O)c(=O)[nH]c1=O
- GPR7 antagonist: -7

> O=C1c2ccccc2C(=O)N1CCCCN1CCN(CCCCN2C(=O)c3ccccc3C2=O)CC1
- GPR7 antagonist: -6

Source: PubChem (The Scripps Research Institute Molecular Screening Center)
